# ATG4B inhibitor: ATG4B (human) cysteine protease inhibition; Q9Y4P1; ATG4B cleavage of LC3-PLA2, NBD-HPC fluorescence, 1 h; inhibition, % at 8.33 µM; hit rate 0.51% among 340,000; AID 504462; in the data active = inhibition above about 40%
# Target sequence (Q9Y4P1 whole entry, looked up): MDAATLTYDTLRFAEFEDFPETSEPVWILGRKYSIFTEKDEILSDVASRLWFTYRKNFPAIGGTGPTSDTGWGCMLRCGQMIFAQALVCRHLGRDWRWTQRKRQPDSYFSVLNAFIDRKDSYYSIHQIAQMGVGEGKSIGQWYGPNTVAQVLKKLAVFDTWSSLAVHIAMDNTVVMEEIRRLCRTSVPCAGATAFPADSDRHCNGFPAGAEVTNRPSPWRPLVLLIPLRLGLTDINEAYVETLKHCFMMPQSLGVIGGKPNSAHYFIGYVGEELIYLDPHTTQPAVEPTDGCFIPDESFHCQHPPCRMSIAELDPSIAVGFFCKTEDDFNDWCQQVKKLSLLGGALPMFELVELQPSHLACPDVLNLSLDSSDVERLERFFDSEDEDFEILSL
# mIAP inh: blocks mouse intestinal alkaline phosphatase | purified mouse IAP, CDP-Star luminescence, 30 min | inhibition, % at 10 µM | hit rate 0.2% among 330,000;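 active = inhibition of at least 40% at 10 µM in the primary screen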;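 also: plate controls were DMSO with enzyme for no effect and no enzyme wells for full effect; values of inactives mirror those of a sister screen read the other way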
# mIAP act: mouse IAP activation; muIAP, CDP-Star luminescence, 30 min; hits give high values; 1 = vehicle-only enzyme signal, 0 = enzyme-free wells; activation factor at 10 µM; hit rate 0.24% among 330,000; AID 2805;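 active = activation factor of at least 2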; also: the source names both 10 and 20 µM as test concentration; values of inactives mirror those of a sister screen read the other way
#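 System: Mouse IAP enzyme | Also added: CDP-Star substrate | Dosing: Compounds dispensed in DMSO | Schedule: 30 min enzyme-substrate-compound incubation at room temperature | Technique: Chemiluminescence readout | Control set: DMSO-only wells and no-enzyme negative control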
# hIAP block: blocks human intestinal alkaline phosphatase; hit rate 0.12% among 330,000; purified IAP, CDP-Star luminescence, 30 min; inhibition, % at 10 µM; AID 2544;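 active = inhibition reaching a set limit with compound at 10 µM in the primary screen, cut at about 35% in these data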;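 also: plate controls were DMSO wells with enzyme for no effect and no-enzyme buffer wells for full effect; values of inactives mirror those of a sister screen read the other way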
# Target sequence (P09923 whole entry, looked up): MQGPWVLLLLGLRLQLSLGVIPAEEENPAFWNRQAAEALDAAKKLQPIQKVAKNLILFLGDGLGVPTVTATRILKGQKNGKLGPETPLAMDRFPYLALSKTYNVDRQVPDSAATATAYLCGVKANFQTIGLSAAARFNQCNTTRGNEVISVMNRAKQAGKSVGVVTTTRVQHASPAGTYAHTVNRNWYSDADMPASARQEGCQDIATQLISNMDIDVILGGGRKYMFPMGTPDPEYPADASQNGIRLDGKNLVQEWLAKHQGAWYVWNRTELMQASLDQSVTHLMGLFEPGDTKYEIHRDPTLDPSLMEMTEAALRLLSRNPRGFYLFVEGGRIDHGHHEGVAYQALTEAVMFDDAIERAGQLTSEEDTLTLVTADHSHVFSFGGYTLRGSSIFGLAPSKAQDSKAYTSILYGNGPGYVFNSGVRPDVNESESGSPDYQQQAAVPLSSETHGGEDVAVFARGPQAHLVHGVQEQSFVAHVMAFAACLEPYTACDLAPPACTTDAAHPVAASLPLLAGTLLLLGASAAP
# hIAP act: increases human intestinal alkaline phosphatase activity; purified human IAP, CDP-Star luminescence, 30 min; hits give high values; 1 = vehicle-only enzyme, 0 = enzyme-free background; hit rate 0.16% among 330,000; activation factor at 10 µM; AID 2524;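 active = activation factor of the enzyme at least 2-fold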; also: the source names both 10 and 20 µM as test concentration; values of inactives mirror those of a sister screen read the other way
# PfGluPho inh: PfG6PD (Plasmodium falciparum) enzyme inhibition. PfGluPho enzyme, NADPH resazurin-diaphorase fluorescence. inhibition, % at 20 µM. hit rate 0.78% among 350,000. AID 504690;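 active = inhibition reaching at least a set limit at 20 µM in the primary screen, cut at about 59% in these data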;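 also: 0% = DMSO wells with substrate and 100% = DMSO wells lacking glucose-6-phosphate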
# A3A deaminase: blocks human APOBEC3A ssDNA deamination | inhibition, % at 20 µM | P31941 | hit rate 0.41% among 330,000 | recombinant A3A, FAM/TAMRA ssDNA deamination fluorescence;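 active = at least 40% inhibition at 20 µM here, with at most 30% in a related deaminase screen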;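 also: plate controls were A3A with DMSO for no effect and wells lacking A3A enzyme for full effect; some results filed as inactive read as strong as hits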
# Target sequence (P31941 whole entry, looked up): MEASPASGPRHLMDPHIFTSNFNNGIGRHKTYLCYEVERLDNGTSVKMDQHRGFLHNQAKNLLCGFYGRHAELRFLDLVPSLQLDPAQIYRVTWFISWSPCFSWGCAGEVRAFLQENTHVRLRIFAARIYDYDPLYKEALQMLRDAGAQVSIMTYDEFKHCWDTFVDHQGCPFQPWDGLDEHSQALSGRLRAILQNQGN
# HKDC1 inh: blocks human hexokinase HKDC1 activity; Q2TB90; recombinant HKDC1, G6PDH/diaphorase resazurin coupled fluorescence; inhibition, % at 20 µM; hit rate 0.16% among 340,000; AID 493160;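 active = inhibition above about 35% when tested at 20 µM, limit read from the data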;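 also: plate controls were DMSO wells with enzyme for no effect and DMSO wells lacking enzyme for full effect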
#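 Assay system: in-house recombinant HK5 (HKDC1) enzyme. Input: HKDC1 at 5 µg/mL. Medium: Tris pH 8.0 buffer with MgCl2, Tween-20, BSA, BME. Dosing: single 20 µM dose. Schedule: 90 min reaction incubation at room temperature, dark. Signal: resazurin-to-resorufin fluorescence via G6PDH and diaphorase coupling, 525/613 nm. Controls: DMSO-enzyme wells negative, buffer-substituted wells positive.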
# Active calls of the source: *; · = no result given. Rows were taken by chance; 2.4% or so of the library scored in one or more.
SMILES,ATG4B inhibitor,mIAP inh,mIAP act,hIAP block,hIAP act,PfGluPho inh,A3A deaminase,HKDC1 inh
CCc1ccccc1NC(=O)CSc1nnc(-c2ccncc2)o1,-6,-10,1.1,5,0.95,4,-4,-3
COc1cc(S(=O)(=O)N2CCN(Cc3ccc4c(c3)OCO4)CC2)ccc1NC(C)=O,·,-8,1.1,-15,1.2,·,-3,·
CC(=O)N1N=C(c2cccc([N+](=O)[O-])c2)OC1c1cccc(Br)c1 (stereo not given),0,2,0.98,-8,1.1,-11,-1,3
O=C(CNC(=O)c1ccco1)OCc1c(F)cccc1Cl,6,2,0.98,-9,1.1,-6,-4,-2
O=C(c1ccccc1[N+](=O)[O-])N1N=C(c2ccccc2)CC1(O)C(F)(F)F (stereo not given),-7,5,0.95,-4,1,-5,-4,-4
Cc1cccc(Cn2cc(/C=C/[N+](=O)[O-])c3ccccc32)c1,15,10,0.9,12,0.88,-13,1,23
COc1ccc(/C=C(/NC(=O)c2ccccc2)C(=O)NC(Cc2c[nH]c3ccccc23)C(=O)O)cc1 (stereo not given),1,2,0.97,-8,1.1,-15,-5,-6
CCCN1CCC(=O)N([C@H](CN=[N+]=[N-])CC(C)C)CC1,-7,-7,1.1,24,0.76,1,-4,-6
CC1=CCC2C(=O)N(c3cccc(C(=O)Nc4ccc(Cl)cc4)c3)C(=O)C2C1 (stereo not given),-3,11,0.89,7,0.93,22,-6,0
COCCNC(=O)C12CC3CC(CC(Cl)(C3)C1)C2,2,-3,1,3,0.97,-12,5,-5
CCCCc1ccc(NC(=O)C(=O)NCCN2CCN(C(=O)c3ccc([N+](=O)[O-])cc3)CC2)cc1,-15,6,0.94,9,0.91,2,-2,-7
CCOP(=O)(O)c1ccccc1OCCOCCOc1ccccc1P(=O)(O)OCC,7,-1,1,8,0.92,-16,2,-10
CN(C)C(=O)Cn1c(SCC(=O)NC2CCCCC2)nc2ccccc21,-4,-3,1,-4,1,9,-1,-3
COCC(=O)N1CCCC(C(=O)c2ccc(-c3ccccc3)c(F)c2)C1 (stereo not given),6,-12,1.1,-19,1.2,-1,-3,-4
Cc1cccc(NC(=O)Cn2cc(C(=O)C3CC3)c3ccccc32)c1,-3,-48,1.5,-3,1,14,-3,-5
CC(=O)Nc1ccc(S(=O)(=O)NCC(=O)NCCc2ccc(S(N)(=O)=O)cc2)cc1,-11,-2,1,-2,1,6,1,7
Cc1ccc(C2=CSC3=NCCN23)cc1,5,0,1,-6,1.1,0,-5,-2
CC(C)COP(=O)(OCC(C)C)C(Nc1ccccc1)c1ccc(F)cc1 (stereo not given),1,5,0.95,10,0.9,11,3,21
COC(=O)COc1ccc2cc(-c3ccccc3)c(=O)oc2c1,1,-7,1.1,-10,1.1,3,-4,5
Cc1cc(C)cc(NC(=O)C2CCN(S(=O)(=O)c3ccc4c(c3)NC(=O)C(C)S4)CC2)c1 (stereo not given),-1,-145,2.5*,-44,1.4,3,-7,6
CCn1cc(C(=O)NCc2ccc3c(c2)OCO3)c(=O)c2cc(S(=O)(=O)N3CCOCC3)ccc21,-8,10,0.9,-6,1.1,-8,-1,0
CC1=CN2C(=N)/C(=C/c3ccco3)C(=O)N=C2S1,-2,6,0.94,-19,1.2,8,-1,-4
Brc1ccc(COc2ncnc3ccccc23)cc1,1,-6,1.1,6,0.94,7,12,-5
O=C(COc1ccc([N+](=O)[O-])cc1Cl)NCC1CCCO1 (stereo not given),-1,-14,1.1,-15,1.2,-12,11,-12
Cc1ccc(F)c(NC(=O)C2CCCCC2C(=O)O)c1 (stereo not given),1,-3,1,15,0.85,3,-1,-7
COc1ccc(C(CNC(=O)Cc2ccccc2Cl)N2CCCCC2)cc1 (stereo not given),11,-4,1,-13,1.1,-5,-2,1
CN1CCN(CC(O)Cn2c3ccccc3c3ccccc32)CC1 (stereo not given),-10,2,0.97,6,0.94,6,-4,0
COc1cccc(/C=N/Nc2nc3ccccc3n3cnnc23)c1,2,-11,1.1,-45,1.4,6,2,6
CCCN(CCC)CC(=O)Nc1cccc2c1OCO2,2,-4,1,-3,1,-19,-1,-1
CCCc1nc2ccccc2c(=O)n1-c1c(C)n(C)n(-c2ccccc2)c1=O,-2,9,0.91,-1,1,-2,-1,-8

# mIAP act, hit marks shown above.
SMILES,ATG4B inhibitor,mIAP inh,mIAP act,hIAP block,hIAP act,PfGluPho inh,A3A deaminase,HKDC1 inh
Cc1cc(C)cc(NC(=O)C2CCN(S(=O)(=O)c3ccc4c(c3)NC(=O)C(C)S4)CC2)c1 (stereo not given),-1,-145,2.5*,-44,1.4,3,-7,6

# Next part
SMILES,ATG4B inhibitor,mIAP inh,mIAP act,hIAP block,hIAP act,PfGluPho inh,A3A deaminase,HKDC1 inh
COC(=O)c1sc(NC(=O)c2c(-c3ccccc3)noc2C)nc1C,-2,11,0.89,-2,1,-14,-2,3
CC1(c2ccc(OCC#N)cc2)C=C(c2ccc(OCC#N)cc2)n2nc(C(F)(F)F)nc2N1 (stereo not given),-12,-8,1.1,-16,1.2,30,-2,22
CCOC(=O)C1CCCN(C(=O)c2ccc(Cl)c(S(=O)(=O)N3CCCCC3)c2)C1 (stereo not given),6,5,0.95,-3,1,-9,-2,-10
CC(NC(=O)Cn1nc(-c2ccccc2)c2ccccc2c1=O)c1ccccc1 (stereo not given),6,5,0.95,-16,1.2,-11,0,2
O=C(CCCN1C(=O)S/C(=C/c2ccccc2)C1=S)Nc1ccc(C(=O)O)cc1,-1,12,0.88,-12,1.1,-19,-4,3
O=[N+]([O-])c1cccnc1SCc1ccccc1,15,13,0.87,6,0.94,2,-5,0
CCOc1ccccc1Nc1nnc(SCC(=O)Nc2cc(C)on2)s1,-2,12,0.89,-1,1,-1,3,-8
COc1ccc2nc(NC(=O)c3ccccc3-c3ccccc3C(=O)O)sc2c1,0,7,0.93,-10,1.1,-7,1,-9
COc1ccc(C2C(C(=O)OCC3CCCO3)=C(C)NC3=C2C(=O)CC(c2ccco2)C3)cc1O (stereo not given),-4,11,0.89,12,0.88,6,7,2
C[C@@H]1CN([C@@H](C)CO)C(=O)c2cccc(NS(=O)(=O)c3ccc(F)cc3)c2O[C@H]1CN(C)C(=O)NC1CCCCC1,0,-5,1,4,0.96,4,-4,-5
C=C1CC(C(=O)N/N=C/c2ccccc2)C1,-4,-9,1.1,6,0.94,-1,2,-9
CC1CCCCC1NC(=O)CSC1=Nc2ccccc2C2CC=NN12 (stereo not given),-9,-5,1.1,33,0.67,-5,-1,-5
COc1ccc(CCN2C(=O)c3cccnc3C2=O)cc1OC,-4,5,0.95,-1,1,-9,-2,-3
Cc1ccccc1NC(=O)CC1SCCNC1=O (stereo not given),-5,3,0.97,10,0.9,5,0,-3
Cc1ccc(C23CC4CC(CC(C(=O)N5CCOCC5)(C4)C2)C3)cc1,3,3,0.97,-3,1,-6,-1,-10

# 3 compounds already listed, sorted by SMILES length, smallest number first:
SMILES,ATG4B inhibitor,mIAP inh,mIAP act,hIAP block,hIAP act,PfGluPho inh,A3A deaminase,HKDC1 inh
CC(C)COP(=O)(OCC(C)C)C(Nc1ccccc1)c1ccc(F)cc1 (stereo not given),1,5,0.95,10,0.9,11,3,21
Cc1ccc(C23CC4CC(CC(C(=O)N5CCOCC5)(C4)C2)C3)cc1,3,3,0.97,-3,1,-6,-1,-10
CC1(c2ccc(OCC#N)cc2)C=C(c2ccc(OCC#N)cc2)n2nc(C(F)(F)F)nc2N1 (stereo not given),-12,-8,1.1,-16,1.2,30,-2,22

# (further entries)
SMILES,ATG4B inhibitor,mIAP inh,mIAP act,hIAP block,hIAP act,PfGluPho inh,A3A deaminase,HKDC1 inh
CCC(=O)c1ccc(OC(=O)N2CCOCC2)cc1,2,0,1,-21,1.2,-16,-12,-2
COC(=O)C1C(=O)C2=C(CC1C)NC(=O)CC2c1ccccc1 (stereo not given),2,-15,1.1,-7,1.1,13,-1,-3
COc1ccc(NC(=O)CC(c2ccc(F)cc2)c2ccc(OC)cc2)cc1 (stereo not given),2,-49,1.5,-7,1.1,13,-5,-5
C=CC[C@@H](CC(=O)N[C@@H](CO)Cc1ccccc1)C(=O)N[C@@H](COC(=O)[C@@H](CC=C)Cc1ccc(F)cc1)Cc1c[nH]c2ccccc12,2,7,0.93,-7,1.1,8,-1,-1
O=C(Nc1ccc(N2CCN(Cc3ccccc3Cl)CC2)cc1)c1cccnc1,6,5,0.95,4,0.96,-11,0,12
O=C(NNC(=O)c1cccc(S(=O)(=O)N2CCCCC2)c1)c1ccccc1,-55,-7,1.1,-46,1.5,-4,1,-2
CC(C)(C)Nc1c([N+](=O)[O-])c(=O)sc2ccccc12,-5,4,0.96,9,0.91,25,-3,3
CCCCn1c(N)c(N(Cc2ccccc2OC)C(=O)CCSC)c(=O)[nH]c1=O,-3,3,0.97,-19,1.2,8,3,-3
O=C(CSc1nc(-c2ccc(F)cc2)cc(C(F)(F)F)n1)NCc1ccco1,4,2,0.98,-9,1.1,9,-1,-4
N#CC(C(=O)c1ccccc1)=C1SCCS1,-4,-2,1,-17,1.2,8,2,-5
Cc1cccc(NC(=O)Cc2c(F)cccc2Cl)n1,2,-2,1,-28,1.3,9,-2,-5
CCOc1ccc(C2=C/C(=C/c3cccnc3)C(=O)O2)cc1,-10,0,1,-5,1.1,-2,4,-22
CCOc1cc(/C=C2/SC(=S)N(Cc3ccccc3)C2=O)ccc1O,-4,28,0.72,-10,1.1,-17,-17,6
CCCc1nc2sc3c(c2c(=O)n1N)CCC3,2,6,0.94,-18,1.2,9,31,-3
O=C(Nc1ccccc1)N1CCSc2cc(Cl)ccc21,-3,-4,1,8,0.92,-7,0,-3
O=C(Cc1cscn1)c1ccc(O)cc1O,9,7,0.93,1,0.99,-23,-4,-7
CCOc1ccc(N/C(SC)=C(/C#N)C(N)=O)cc1,4,7,0.93,12,0.89,14,29,-9
CCC(C)NC(=O)C1CCCN(S(=O)(=O)c2ccc(-n3cnnn3)cc2)C1 (stereo not given),-12,5,0.95,-4,1,-5,-2,-3
Cc1cc(C(=O)CSc2nc3ccccc3c(=O)[nH]2)c(C)n1CC1CCCO1 (stereo not given),-16,-3,1,-1,1,0,-1,1
Cc1noc(C)c1COc1ccc(C(=O)OCC(N)=O)cc1,-2,-1,1,2,0.98,0,31,-13
COc1cccc(NC(=O)CCN2CCN(c3ccccc3F)CC2)c1,-12,-12,1.1,-2,1,7,-4,-3
Cc1cc(C(=O)CN2CCCC2)c(C)n1-c1ccc(Cl)cc1,4,4,0.96,8,0.92,-1,-3,-7
COc1cc2ccccc2cc1C(=O)NCc1ccncc1,-8,-4,1,-5,1.1,-3,-1,-4
CC1(C)Cc2c(cnn2-c2ccccc2)C(NC(=O)CCc2ccncc2)C1 (stereo not given),-1,-5,1.1,-4,1,3,-2,5
CCOC(=O)NC(c1ccc(C(C)C)cc1)C(Cl)(Cl)Cl (stereo not given),5,3,0.97,-11,1.1,-19,-2,-9
O=c1o[nH]c(-c2ccccc2)c1-c1ccccc1,-1,-3,1,-10,1.1,2,-5,-5
CCS(=O)(=O)N1CCC(C(=O)Nc2cccc(F)c2)CC1,-1,11,0.89,-6,1.1,5,-1,-4
O=C(Nc1ccc(C(=O)N2CCOCC2)cc1)Nc1cccc(C(F)(F)F)c1,6,-56,1.6,-8,1.1,29,-2,-6
CCCCn1cnc2c(oc3ccccc32)c1=O,-8,-5,1,3,0.97,-3,4,1
CON(C)C(=O)CC(CN(Cc1ccccc1)C(=O)OC(C)(C)C)c1ccc(Cl)cc1 (stereo not given),53*,3,0.97,-4,1,14,1,-1
Cc1ccccc1-c1nc(CN2CCC(C(=O)NCCCN3CCCC(C)C3)CC2)c(C)o1 (stereo not given),0,5,0.95,-15,1.1,1,-5,-6
COc1ccccc1-c1nnc2sc(-c3cnccn3)nn12,1,6,0.94,-1,1,33,12,-2

# From PubChem BioAssay
